# HCMV antiviral: human cytomegalovirus inhibition | HFF cells, HCMV-luciferase reporter, 72 h; stronger effect = lower value | activity change, negative = inhibition, % at 57.5 µM | 4.5% of 410,000 active; in the data active = activity change below about -60%; inconclusive = no clear call, values can overlap the other calls; inactive = above about -39%; also: % is scaled to controls: 0 for no effect and ±100 for the full control effect
#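 After 16 h attachment at 37C, HFF cells received test compound and HCMV-luciferase (1 PFU/cell); reporter luminescence read 72 h later, data normalized against buffer-only and known inhibitor Salinomycin.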
# Shiga toxin inh: inhibitors of Shiga toxin in Vero cells. 9.2% of 290,000 active. Vero cells, Shiga toxin protein synthesis inhibition reporter. inhibition, % at 38.7 µM; in the data active = inhibition mostly above about 28%, no sharp cut-off; inactive = mostly below about 43%; also: 0% is about no effect
# AmpC inh detg: blocks E. coli AmpC beta-lactamase in detergent assay; P00811; AmpC hydrolysis of nitrocefin, absorbance 480 nm, 0.01% Triton; Potency, µM (series often up to 114 µM), inactives show at the top dose activity change, negative = inhibition, usual class: inhibitors; 0.041% of 370,000 active; AID 485294;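 also: potency is read from the fitted curve at half-maximal effect; 0% = no-compound wells and -100% = no-enzyme wells; nearly all actives have a fitted effect of over 25% in size; some results filed as inactive show a strong effect at the top dose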
# Target sequence (P00811 whole entry, looked up): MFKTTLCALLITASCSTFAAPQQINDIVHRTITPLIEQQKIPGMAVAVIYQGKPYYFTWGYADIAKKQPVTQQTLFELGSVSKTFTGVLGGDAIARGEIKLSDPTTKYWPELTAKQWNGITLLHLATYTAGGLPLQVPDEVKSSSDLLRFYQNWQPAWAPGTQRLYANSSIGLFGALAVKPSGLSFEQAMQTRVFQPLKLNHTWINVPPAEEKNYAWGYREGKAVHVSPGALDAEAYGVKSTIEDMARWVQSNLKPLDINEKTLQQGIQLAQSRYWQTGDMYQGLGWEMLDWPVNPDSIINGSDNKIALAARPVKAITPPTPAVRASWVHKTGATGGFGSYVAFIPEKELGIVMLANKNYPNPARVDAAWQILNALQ
#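 AmpC (5.3 nM in the dispensed reagent) in 20 mM phosphate pH 7.0 with 0.01% (detergent screen) or 0.0001% Triton X-100 was preincubated with compounds for 15 min at room temperature. Nitrocefin was then added from an 800 uM solution, and hydrolysis was followed at 480 nm.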
# Cycloheximide cs: affects cycloheximide protein synthesis inhibition readout, counter-screen; cell reporter, cycloheximide protein synthesis inhibition counterscreen; max response, %; 12% of 300,000 active; AID 2314; in the data active = max response mostly above about 13%, no sharp cut-off; inactive = mostly below about 14%; also: read at 38.3 µM for the half of the compounds with a filed dose; 0% is about no effect
# AmpC no deterg: AmpC beta-lactamase inhibition without detergent; P00811; AmpC nitrocefin hydrolysis, absorbance 480 nm, 0.0001% Triton; Potency, µM (titrated, usually from 57.1 µM), for inactives: top-dose activity change, negative = inhibition, actives largely listed as inhibitors; 0.52% of 330,000 active; AID 485341;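 also: potency is read from the fitted curve at half-maximal effect; plate controls were no compound for no effect and no enzyme for full effect; nearly all actives have a fitted effect of over 20% in size; some results filed as inactive show a strong effect at the top dose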
#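 20 mM phosphate pH 7.0 + 0.01% (detergent screen) or 0.0001% Triton X-100; 5.3 nM AmpC reagent; cpd preinc 15 min RT; nitrocefin (800 uM stock) to start; A480 q20 s × 4 min; Activity was normalised to no-enzyme and no-compound control wells.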
# Giardia FBPA inh: blocks Giardia fructose-bisphosphate aldolase activity | purified Giardia FBPA | AID 2451 | A8B2U2 | Potency, µM (series often up to 59.6 µM), for the others: top-dose activity, negative = inhibition, actives largely listed as inhibitors | 0.71% of 290,000 active; also: potency is read from the fitted curve at half-maximal effect; % is scaled to controls: 0 for no effect and ±100 for the full control effect; nearly all actives have a fitted effect of over 55% in size
# Target sequence (A8B2U2 whole entry, looked up): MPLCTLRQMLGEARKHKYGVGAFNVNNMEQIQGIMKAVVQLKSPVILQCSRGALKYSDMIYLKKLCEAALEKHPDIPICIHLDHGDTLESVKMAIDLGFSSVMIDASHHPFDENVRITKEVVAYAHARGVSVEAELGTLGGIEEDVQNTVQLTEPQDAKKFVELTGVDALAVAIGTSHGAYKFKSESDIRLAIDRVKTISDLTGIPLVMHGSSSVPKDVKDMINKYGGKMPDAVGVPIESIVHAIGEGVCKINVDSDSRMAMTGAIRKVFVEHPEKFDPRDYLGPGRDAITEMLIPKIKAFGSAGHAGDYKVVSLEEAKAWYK
#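 Giardia FBPA (40 nM reagent) was preincubated 10 min at RT with compound (up to 57.5 uM final), then substrate plus GAPDH/TPI/NAD/arsenate coupling system with diaphorase/resazurin was added; resorufin fluorescence (525/598 nm) was read after 20 min.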
# AMA1 RON2 block: AMA1-RON2 (P. falciparum) interaction inhibition. AID 720542. AlphaScreen AMA1-biotinylated RON2 peptide binding. 0.2% of 360,000 active. Potency, µM (doses to about 58.2 µM), inactives show at the top dose activity change, negative = inhibition, usual class: inhibitors;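 also: potency is read from the fitted curve at half-maximal effect; 0% = vehicle wells and -100% = peptide control; nearly all actives have a fitted effect of over 45% in size; some results filed as inactive show a strong effect at the top dose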
#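 AMA1 (3D7) with his tag at 25 nM final met compounds first, then biotinylated RON2 peptide at 25 nM; detection used donor plus acceptor beads, 10 µg/mL apiece, read by AlphaScreen after 30 min at room temperature.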
# * = called active by the depositor; ? = inconclusive; . = no result given; [ ] = remark or other dose. Unless noted, calls follow the shape of the dose curve; as a rule, active = well fitted curve in the direction sought with a large enough effect; inconclusive = small, poorly fitted or top-dose-only effect, or another doubt; inactive = no such curve, though single readings can be large; an effect the other way counts as inactive or inconclusive.
SMILES,HCMV antiviral,Shiga toxin inh,AmpC inh detg,Cycloheximide cs,AmpC no deterg,Giardia FBPA inh,AMA1 RON2 block
CCOC(=O)Cc1csc(NC(=O)Cc2ccc(Cl)cc2)n1,23,-8,8%,-1,-31%,1%,4%
CC(=O)c1ccc(N2CCN(C(=O)C3CCCN(S(=O)(=O)c4cnc[nH]4)C3)CC2)cc1 (stereo not given),71,19,0%,22*,-7%,3%,15%
CCCC[C@H](CN[C@@H](CNC)[C@H](C)CC)NCCC12CCC(CC1)C2,-97*,-3,-15%,1,7%,17%,126%[activator]
CCOc1ccc2nc(SCC(=O)Nc3cc4c(cc3C(C)=O)OCO4)[nH]c2c1,-2,-7,-15%,-1,-22%,-8%,-15%
CCOC(=O)c1ccc(N/C(=N/S(=O)(=O)c2ccccc2)c2ccccc2)cc1,-38,-18,-3%,10,-21%,-6%,-23%
O=C(CCC1CCCC1)NCc1ccccn1,2,24,-21%,13,-13%,5%,108%[activator]
O=C(OCC(=O)N1CCCc2ccccc21)c1ccc(C(F)(F)F)cc1,13,.,?,.,-16%,.,0%
Cn1c(=O)c2c(ncn2CC(=O)N2CCN(c3ccccc3F)CC2)n(C)c1=O,-7,-8,-7%,1,0%,3%,-2%
COc1ccc(C(=O)c2c(C(F)(F)F)oc3c2C(=O)c2ccccc2C3=O)cc1OC,-103*,3,0%,10,33%,?,?
COc1ccc(COCC(O)CN2CCCCC2)cc1OC (stereo not given),0,2,3%,12,-6%,-22%,-1%
Cc1ccc2nc3c(c(Nc4ccccc4)c2c1)CCC3,?,-7,-9%,-2,-20%,-3%,-11%
Cc1cccc(NC(=O)CSc2cn[nH]n2)c1,-19,-5,9%,7,-15%,-3%,2%
CN1C(=O)C(C)(C)c2cc(S(=O)(=O)N3CCCC3C(=O)NCc3ccc(F)cc3)ccc21 (stereo not given),38,-7,-14%,0,65%[activator],7%,-7%
CCNc1nc(NC(C)C)nc(N(n2cnnc2)S(=O)(=O)c2ccc(C)cc2)n1,-21,-6,-15%,-3,35%,-3%,9%
N#Cc1ccc2c(c1)nc1ccccn12,?,33,2%,11,-13%,-1%,1%
COc1cccc2sc3ccc(C#Cc4ccc(N)cc4)cc3c(=O)c12,-20,57*,?,41*,27%,-2%,0%
Cc1ccc(-c2nc3ccccc3o2)cc1NC(=O)c1ccc2c(c1)OCO2,66,126*,3%,50*,-17%,4%,-3%
Cc1c(C(=O)OCCOC(C)C)[nH]c2c1C(=O)CC(C)(C)C2,0,38,?,4,-2%,0%,-5%
CC(=O)Oc1ccccc1N(C(C)=O)S(=O)(=O)c1cccc([N+](=O)[O-])c1,-31,-14,-6%,9,-9%,2%,1%
COc1ccccc1NC(=O)CN1CCN(c2ccc(Cl)cc2)CC1,3,-6,0%,9,57%,-2%,-5%
O=C(CCC(=O)N1CCCc2ccccc21)N1CCN(S(=O)(=O)c2ccccc2)CC1,23,32,?,-2,47%,-1%,22%
Cc1ccc(CN2CC(C(=O)N3CC=C(c4ccccc4)CC3)CC2=O)cc1 (stereo not given),4,-10,3%,-2,143%[activator],.,11%
CN(C)CCCN(C(=O)CCOc1ccccc1)c1nc2ccc(F)cc2s1,-8,-6,-3%,2,-4%,0%,-5%
COC(=O)c1cc(C(=O)N2CCN(c3cccc(C)c3C)CC2)cc([N+](=O)[O-])c1,9,-11,2%,-3,48%,-5%,-7%
N/C(=N\OC(=O)Cc1ccccc1[N+](=O)[O-])c1ccc(Br)cc1,?,49,6%,11,-23%,1%,-21%
C=CCN(C(=O)c1csnn1)C(C(=O)NC1CCCC1)c1ccc(Cl)cc1 (stereo not given),?,-3,2%,-5,0%,.,-2%
CCC(Cc1ccccc1)NS(=O)(=O)c1ccc2c(c1)NC(=O)CS2 (stereo not given),-71*,1,2%,1,-30%,.,-8%
O=C(Nc1cccc(-n2cccn2)c1)C1CCCN(Cc2ccccc2F)C1 (stereo not given),83,-1,6%,-5,0%,.,9%
COc1ccc(NC(=O)N2CCc3cc(OC)c(OC)cc3C2)cc1,15,12,?,4,-14%,-10%,-8%
CCOC(=O)C(NC(=O)c1ccccc1Cl)(Nc1sc2c(c1C(N)=O)CCC2)C(F)(F)F (stereo not given),-30,-25,?,-2,-27%,-20%,13%
Brc1ccccc1Cn1c(-c2cncs2)nc2ccccc21,-2,-13,?,-4,21%,5%,-7%
O=C(OCC(=O)N1CCc2ccccc2C1)c1ccc(N2CCOCC2)c([N+](=O)[O-])c1,-33,-10,-10%,0,67%[activator],-6%,-11%
Cc1onc(-c2c(Cl)cccc2Cl)c1C(=O)N=C(N)N1CCCC1,-5,-4,-9%,-4,4%,?,-5%
CC1CCC(NC(=O)CSc2nnc(-c3cccnc3)o2)CC1 (stereo not given),25,.,-2%,.,-17%,.,14%
COc1ccc(NC(=O)Nc2ccccc2SC)cc1,9,105*,-2%,30*,-29%,-12%,-4%
O=C(O)c1ccccc1OCCOc1ccccc1,-2,12,1%,8,-20%,14%,3%
CCC(C)[C@H](NC(=O)[C@@H]1Cc2ccccc2CN1C(=O)OC(C)(C)C)C(=O)NCC1CCC(C(=O)O)CC1 (stereo not given in full),42,21,-5%,-1,-5%,0%,-4%
CC(=O)Nc1ccc(N2C(=O)CSC2c2ccc([N+](=O)[O-])cc2)cc1 (stereo not given),-17,-7,-6%,-3,-13%,1%,-9%
Cc1cc(C(=O)Nc2ccc3c(c2)OCCO3)c(C)o1,126,68*,-2%,28*,-21%,-5%,-9%
COC(=O)c1cn(Cc2cc(OC)ccc2OC)cc(F)c1=O,.,-2,4%,-3,-3%,14%,2%
COc1ccc(/C=C(\NC(=O)c2ccco2)C(=O)NCCc2nc3ccccc3[nH]2)cc1,13,-7,-3%,-3,-4%,6%,29%
CCC1(CC)Cc2ccccc2C2=C(C(=O)N3CCCCC3)C(=O)C(=O)N21,-14,-16,-3%,-3,-4%,?,13%
COC(=O)c1ccc(-c2ccc([C@H]3[C@H]4C=CC[C@@H](C)[C@@H]4C(=O)N3Cc3ccccc3)c(F)c2)cc1,-10,-8,-7%,-4,11%,-4%,-12%
COc1cc(/C=C2/C(=O)NN(c3ccc(F)cc3)C2=O)cc([N+](=O)[O-])c1O,-19,-2,-1%,-2,-32%,-20%,-2%
O=c1cc(NCc2ccccc2)nc2ccccn12,-35,38,8%,17*,-14%,-7%,5%
Nc1ccc(N2CCCCC2)cc1N1CCCCC1,-69*,14,-8%,16,27%,?,?
C=CC[C@@H](CC(=O)N[C@@H](CO)Cc1ccccc1)C(=O)NC[C@@H](OC(=O)[C@@H](CC=C)CC(=O)OC(C)(C)C)c1ccccc1,-9,.,.,.,63%[activator],.,-4%
Cc1nn(C)cc1CNC(=O)Nc1ccc(Cl)c(Cl)c1,60,58*,-1%,44*,7%,4%,-12%
COc1ccc(CN2CCN(Cc3ccc(OC)c(OC)c3OC)CC2)cc1,-38,-4,0%,-4,5%,14µM*,-18%
O=C(NCCCO)c1ccc(CSc2nc3ccccc3c(=O)[nH]2)cc1,-34,-2,-6%,-1,-18%,-10%,13%
Cc1c(Br)c(-c2n[nH]c(=S)n2Cc2ccco2)nn1C,25,-27,5%,-1,-8%,-9%,9%
Cc1ccccc1NC(=O)CCSc1nnnn1-c1ccccc1,-6,-2,-4%,8,-7%,-1%,0%
CCOC(=O)c1cnc(-n2nc(C)cc2C)nc1Nc1ccccc1OC,.,-5,?,-5,-11%,-5%,.
Cc1ccc(NC(=O)c2ccc(C)c(S(=O)(=O)N3CCCCC3)c2)nc1,-26,.,0%,.,0%,.,-4%
CCOC(=O)C(C)/C(C)=N/NC(=O)c1cc2ccccc2cc1O (stereo not given),-74*,-7,-7%,1,-52%,-20%,71%[activator]
O=C(O)C1CCCCC1C(=O)N1CCN(S(=O)(=O)c2ccc(F)cc2)CC1 (stereo not given),18,-21,1%,-2,-1%,.,19%
O=C(O)C1C2CCC(C2)C1C(=O)N1CCCC1 (stereo not given),4,-5,2%,1,13%,-9%,8%
COc1ccccc1Nc1ccc([N+](=O)[O-])cc1N,-30,-8,-12%,11,-18%,-15%,-4%
Cc1nc2scc(C)n2c(=O)c1S(=O)(=O)NCC1CCN(Cc2ccc(Cl)cc2)CC1,-35,-1,4%,-3,49%,4%,2%
Cc1cccc2c1N(CCOc1ccc(C(C)(C)C)cc1)C(=O)C2=O,8,-8,-14%,-2,-15%,-11%,-26%
# The list continues.
SMILES,HCMV antiviral,Shiga toxin inh,AmpC inh detg,Cycloheximide cs,AmpC no deterg,Giardia FBPA inh,AMA1 RON2 block
O=C(CNC(=O)c1ccc(Cl)cc1Cl)OCCOc1ccccc1,-20,.,-3%,.,-13%,.,0%
CCN(CC)CCNC(=O)Cc1c(C(=O)O)n(CC)c2ccccc12,-22,-11,0%,0,-13%,5%,11%
O=C(CNC(=O)c1ccc(N2C(=O)c3ccccc3C2=O)cc1)OCC(=O)c1ccc(Cl)cc1,-13,-12,?,-3,-24%,5%,-6%
O=C(O)C1C2C=CC(C2)C1C(=O)NCCCn1ccnc1 (stereo not given),-30,-14,-6%,1,-5%,0%,-11%
CCc1cccc(NC(=O)CCCn2nc(C)c3c(C)n(-c4ccccc4)nc3c2=O)c1,-5,-3,-1%,-3,21%,.,1%
CCCSc1ccc([C@H]2N[C@@](C)(C(=O)OC)[C@H]3C(=O)N(C)C(=O)[C@@H]23)cc1,-25,.,-14%,.,13%,.,0%
OCCCc1cn(CC2CCCCC2)nn1,-32,-4,-9%,1,-13%,-1%,10%
O=S(=O)(/C=C/c1ccccc1)c1ccccc1,-26,-10,?,-2,-22%,11%,10%
COc1ccc(CN(Cc2ccc(C(=O)O)cc2)C(=S)Nc2cccc(C)c2)cc1OC,-3,-11,?,-3,-24%,1%,-3%
CCOc1ccc(NC2=CC(=O)CC(c3ccco3)C2)cc1 (stereo not given),31,33,-9%,11,-20%,0%,-4%
Cc1ccc(S(=O)(=O)N2CCOCC2)cc1NS(=O)(=O)c1ccc(F)c(F)c1,0,.,2%,.,-23%,.,-2%
O=C(O)CCc1nn2c3ccccc3nc2n(-c2ccccc2)c1=O,-23,-9,4%,-2,-14%,5%,7%
Clc1ccccc1CN(Cc1ccco1)Cc1nnnn1C1CCCC1,10,12,6%,-2,-5%,-17%,-9%

# Some of these compounds in order of number of heavy atoms, highest first:
SMILES,HCMV antiviral,Shiga toxin inh,AmpC inh detg,Cycloheximide cs,AmpC no deterg,Giardia FBPA inh,AMA1 RON2 block
Clc1ccccc1CN(Cc1ccco1)Cc1nnnn1C1CCCC1,10,12,6%,-2,-5%,-17%,-9%
O=C(O)C1C2C=CC(C2)C1C(=O)NCCCn1ccnc1 (stereo not given),-30,-14,-6%,1,-5%,0%,-11%
OCCCc1cn(CC2CCCCC2)nn1,-32,-4,-9%,1,-13%,-1%,10%
